# Source: PubChem
# A549 viability = A549 cytotoxicity, counter-screen for Nrf2 inhibitors; A549 ARE-Fluc cells, CellTiter-Fluor viability, 18-24 h; Potency, µM (titrated, usually from 46 µM), for inactives: top-dose activity change, negative = cytotoxicity, hits mostly inhibitors; 390,000 tested, 0.16% active; AID 504648; note: potency is the fitted concentration of half-maximal effect; % is set by controls: 0 for no effect and ±100 for the full control effect
#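 A549 ARE-Fluc cells in 5% FBS OPTI-MEM, 5000 cells/well, rested 2 h then exposed to compounds in concentration-response for 18-24 h at 37 °C. Viability by CellTiter-Fluor fluorescence (Ex 405/Em 525) after 30 min; luciferase luminescence (BugLite, 15 min, RT) read afterwards.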
# MCF10A rereplic = DNA re-replication induction in MCF 10a cells. MCF 10A DNA re-replication, Hoechst nuclear intensity, 48 h. Potency, µM (top dose mostly 46.1 µM), for the others: at the top dose activity, positive = re-replication, usual class: activators. 350,000 tested, 2.9% active; note: potency is the fitted concentration of half-maximal effect; % of control where 0% means no effect; nearly all actives have a fitted effect of over 50% in size
# IL1B secr inh = blocks inflammasome-driven IL-1 beta release; activity change, % at 57.5 µM; THP-1 LPS/ATP IL-1B secretion, AlphaLISA, 16 h; stronger effect = lower value; 360,000 tested, 4.7% active; in the data active = activity change below about -50%; inconclusive = mostly about -30% to -49%; note: % is set by controls: 0 for no effect and ±100 for the full control effect
#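 THP-1 cells pretreated 1 hr with compounds (up to 57.5 uM final), then stimulated with LPS (250 ng/mL final) plus ATP (1.25 mM final); secreted IL-1B measured by AlphaLISA after 16 hr, decreased signal indicating inhibition.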
# Nrf2 ARE act = Nrf2 pathway activation; 410,000 tested, 0.31% active; Potency, µM (highest dose often 46.1 µM), inactives show at the top dose activation, most hits filed as activators; AID 624171; AREc32 ARE-luciferase reporter (MCF7-derived line), luminescence, 24 h; note: potency is the fitted concentration of half-maximal effect; % of control where 0% means no effect; nearly all actives have a fitted effect of over 65% in size
#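 Reporter line AREc32 (ARE-Fluc), seeded overnight in OPTI-MEM with 5% FBS; compound pin-transferred, 24 hr at 37 deg C, 5% CO2; luminescent read-out.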
# HepG2 viability = HepG2 cytotoxicity, counter-screen for TGF-b inhibitors; HepG2 CAGA-GFP viability, ATP luminescence, 18 h; Potency, µM (doses to about 46.1 µM), for inactives: at the top dose activity change, negative = cytotoxicity, hits mostly cytotoxic; 410,000 tested, 0.76% active; AID 588856; note: potency is the fitted concentration of half-maximal effect; some results filed as inactive show a strong effect at the top dose
#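 CellTiter-Glo luminescence gave cytotoxicity after 18 hours at 37 degrees C. The cells were HepG2 CAGA-GFP in 1% FBS DMEM, stimulated with 500 pg/mL TGF-beta after compound addition. %Activity was normalised to no-cell wells (complete cell-killing) and DMSO (no toxicity), and curves were fitted and classified.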
# Nrf2 block = Nrf2 pathway inhibition; A549 ARE-Fluc reporter, luciferase luminescence, 18-24 h; Potency, µM (doses to about 46 µM), without a hit: at the highest dose activity change, negative = inhibition, actives largely listed as inhibitors; 360,000 tested, 2.1% active; note: potency is the fitted concentration of half-maximal effect; % is set by controls: 0 for no effect and ±100 for the full control effect; nearly all actives have a fitted effect of over 60% in size
#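 Concentration-response testing used A549 ARE_Fluc cells at 5000 cells/well. Following an 18-24 h compound incubation, viability was read by fluorescence (Ex 405/Em 525) and luciferase output by luminescence.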
# TGFb SMAD3 inh = blocks TGF-b signaling; HepG2 CAGA-GFP TGF-b/SMAD3 reporter, GFP fluorescence, 18 h; TGF-beta stimulated, 500 pg/mL final; Potency, µM (doses to about 46.1 µM), inactives show top-dose activity, negative = inhibition, actives largely listed as inhibitors; 410,000 tested, 1.2% active; AID 588855; note: potency is the fitted concentration of half-maximal effect; % is set by controls: 0 for no effect and ±100 for the full control effect; nearly all actives have a fitted effect of over 65% in size
#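 GFP signal (ex488/em500-530) from TGF-beta-stimulated HEPG2 CAGA-GFP cells, 500 pg/mL final, 18 h at 37 degrees C in DMEM plus 1% FBS, normalized to unstimulated and DMSO-stimulated controls.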
# ATXN viability = viability counter-screen for ATXN expression inhibitors; 400,000 tested, 0.49% active; S2 cells (HEK-293 line with an ATXN2-luciferase reporter) viability, CellTiter-Fluor protease fluorescence, 24 h; Potency, µM (series often up to 56.7 µM), usual class: cytotoxic; note: potency is the fitted concentration of half-maximal effect; nearly all actives have a fitted effect of over 40% in size
# ATXN2 expr inh = reduces ATXN2 reporter expression in HEK-293 cells | HEK-293 ATXN2-luciferase reporter, luminescence, 24 h | Potency, µM (highest dose often 57 µM), without a hit: at the top dose activity change, negative = inhibition, most hits filed as inhibitors | 360,000 tested, 0.72% active; note: potency is the fitted concentration of half-maximal effect; % is set by controls: 0 for no effect and ±100 for the full control effect; nearly all actives have a fitted effect of over 55% in size
#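 ATXN2-luciferase reporter cells (luciferase flanked by upstream and downstream ATXN2 gene portions) were treated 24 h at 37 °C with compounds at up to 57 uM. SteadyGlo luminescence gave expression; GF-AFC fluorescence gave viability.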
# Active calls of the source: *; i = inactive; u = inconclusive; x = no result given; & = joins results of further samples; [ ] = remark or other dose. Unless noted, calls come from the whole dose curve; as a rule, active = well fitted curve in the direction sought with a large enough effect; inconclusive = small, poorly fitted or top-dose-only effect, or another doubt; inactive = no such curve, though single readings can be large; an effect the other way counts as inactive or inconclusive.
SMILES,A549 viability,MCF10A rereplic,IL1B secr inh,Nrf2 ARE act,HepG2 viability,Nrf2 block,TGFb SMAD3 inh,ATXN viability,ATXN2 expr inh
CCN1C[C@@H]2[C@@H]3C(=O)N(Cc4ccccc4)C(=O)[C@@H]3[C@](Cc3ccccc3)(C(=O)OC)N2C1=NC1CCCCC1,-8%,-5%,u,1.0%,-20%,-21%,-14%,u,-20%
COc1ccccc1Nc1nc(-c2ccccc2)c(CC(=O)O)s1,-2%,x,x,u,-49%,-16%,u,i,16%
CCSc1nc(NCCN(C)C)c2c3c(sc2n1)COC(C)(CC)C3 (stereo not given),-5%,0%,u,2.4%,24%,-8%,15%,i,-17%
Cc1nc2c(oc3ccc(Cl)cc32)c(=O)[nH]1,0%,-2%,0,0.1%,-16%,-15%,-2%,i,7%
Cc1ccc(NC(=O)CCS(=O)(=O)c2ccc(Br)cc2)nc1,18%,5%,22,-0.4%,3%,3%,-1%,i,6%
C=CCNc1nnc(SC2CC(=O)N(c3ccc(OC)cc3)C2=O)s1 (stereo not given),-1%,5.8µM*,-11,22%,-19%,-25%,-6%,x,u
Cc1noc(Cn2c(=O)c3ccccc3n(CC(=O)Nc3ccc(Cl)cc3)c2=O)n1,-2%,x,x,-0.6%,-4%,17%,-1%,x,x
O=C(Nc1ccc(S(=O)(=O)NC2=NCCCCC2)cc1)c1cccs1,-2%,-1%,3,1.0%,-14%,-16%,0%,i,x
CCOC(=O)[C@]12CCCC=C1N(Cc1cccc3ccccc13)C(=O)[C@H](CC(=O)NCCCN1CCCC1=O)C2,x,x,0,-0.9%,x,x,x,i,15%
O=c1ccn(Cc2ccccc2)cc1,-1%,11%,14,-1.0%,-1%,-19%,u,i,3%
CC1(C)CC(=O)C2=C(C1)N(Cc1ccco1)C(=O)C2(O)C(F)(F)F (stereo not given),x,0%,6,0.2%,-11%,3%,-5%,i,3%
COC(=O)CC/C(C)=N\Nc1ccc([N+](=O)[O-])cc1[N+](=O)[O-],u,2%,11,3.1%,-19%,u,3%,i,-22%
CCC(C)NC(=O)CC(NS(=O)(=O)c1ccc(C)cc1)c1ccc(OC)cc1 (stereo not given),-3%,-81%[inhibitor],-15,0.0%,-3%,15%,u,i,8%
CCOC(=O)C1Oc2ccccc2C(c2ccc(F)cc2)=C1C(=O)OC (stereo not given),1%,-4%,27,1.0%,-30%,u,u,i,-4%
CSCCC(NC(=O)COc1ccccc1)C(=O)OC(C)C(=O)Nc1ccccc1C (stereo not given),0%,2%,-10,-0.5%,-4%,-10%,22%,i,10%
O=c1nc2n(CCO)c3ccccc3cc-2c(=O)[nH]1,19%,u,4,-0.4%,8%,5%,-2%,x,-3%
CCOc1ccc(S(=O)(=O)NCC2CCCO2)cc1 (stereo not given),-4%,-5%,6,3.3%,5%,10%,-15%,i,2%
Cc1ccc(-c2nc3ncccc3o2)cc1NC(=O)Cc1ccc(Cl)cc1,-12%,0%,55,0.3%,11%,2%,29%,u,-25%
Cc1nn(Cc2ccc(C(=O)O)o2)c(C)c1[N+](=O)[O-],12%,2%,0,-0.5%,-8%,3%,1%,i,-15%
COc1ccc(Cc2c(-c3cccc(Cl)c3)nc3cc(C)c(Br)c(C)n23)c(C)c1,x,x,38,18%,x,x,x,i,6%
CCC1CCCCN1C(=O)Cn1c(C(=O)OC)cc2ccsc21 (stereo not given),-4%,19%,-13,-0.2%,-11%,5%,-2%,i,-12%
O=C(NCC1CCCO1)c1ccc2c(c1)OCO2 (stereo not given),2%,15%,-1,0.3%,1%,12%,-5%,i,15%
O=C(NC1CC2CCCC(C1)N2C(=O)NC1CCCCC1)c1ccccc1 (stereo not given),3%,3%,35,0.1%,5%,1%,-1%,i,2%
O=C(Nc1ccc2oc(-c3ccc(Br)cc3)nc2c1)c1cc2ccccc2o1,u,x,x,9.3%,-23%,u,-3%,i,47%[activator]
Cn1nnc(NC(=S)NC(=O)c2cccc3c(Br)cccc23)n1,0%,-43%[inhibitor],23,2.7%,-5%,2%,-2%,i,-13%
C=CCn1cc(CN2CCC(C(=O)Nc3cccc(-c4cccc(F)c4)c3)CC2)c(C)n1,-12%,u,-9,7.2%,8.9µM*,5%,u,i,u
O=C(Cn1ncc2c(=O)oc3ccccc3c21)NCc1cccnc1,-1%,3%,4,2.8%,-2%,5%,-6%,i,-12%
COc1ccc(CCNC(=O)c2ccc(Cn3c(=O)c4ccccc4n(Cc4cccc(F)c4)c3=O)cc2)cc1OC,-1%,x,x,-2.1%,-8%,u,u,28µM*,u
Cc1c(Cl)cccc1NC(=S)NCc1cccn1C,16%,7%,-19,2.5%,-12%,-2%,-32%,i,8%
Cc1ccc(-c2cc3cccc[n+]3cc2-c2ccc(C)cc2)cc1,-17%,u,-88*,3.3%,-13%,3.3µM*,u,u,-39%

# At a glance, 4 of the compounds above:
SMILES,A549 viability,MCF10A rereplic,IL1B secr inh,Nrf2 ARE act,HepG2 viability,Nrf2 block,TGFb SMAD3 inh,ATXN viability,ATXN2 expr inh
O=C(Cn1ncc2c(=O)oc3ccccc3c21)NCc1cccnc1,-1%,3%,4,2.8%,-2%,5%,-6%,i,-12%
COc1ccc(CCNC(=O)c2ccc(Cn3c(=O)c4ccccc4n(Cc4cccc(F)c4)c3=O)cc2)cc1OC,-1%,x,x,-2.1%,-8%,u,u,28µM*,u
Cc1c(Cl)cccc1NC(=S)NCc1cccn1C,16%,7%,-19,2.5%,-12%,-2%,-32%,i,8%
Cc1ccc(-c2cc3cccc[n+]3cc2-c2ccc(C)cc2)cc1,-17%,u,-88*,3.3%,-13%,3.3µM*,u,u,-39%

# (further entries)
SMILES,A549 viability,MCF10A rereplic,IL1B secr inh,Nrf2 ARE act,HepG2 viability,Nrf2 block,TGFb SMAD3 inh,ATXN viability,ATXN2 expr inh
COc1cccc(C(=O)N(Cc2cccnc2)c2nc3c(OC)ccc(C)c3s2)c1OC,-8%,x,x,-1.7%,-25%,x,u,x,x
O=C(c1cc(F)ccc1F)C1CCCN(C(=O)c2ccco2)C1 (stereo not given),9%,-1%,2,-0.1%,-9%,-3%,8%,i,-19%
Cc1nn(Cc2ccc([N+](=O)[O-])cc2)c(=O)n1-c1c(F)cccc1F,x,-1%,17,0.0%,-12%,-10%,-2%,i,-4%
O=C(NCC1CCCN(Cc2ccccc2F)C1)c1cccc(C(F)(F)F)c1 (stereo not given),-8%,u,-11,6.4%,-23%,-14%,-15%,i,-12%
Nc1cc(N)nc(SCC(=O)Nc2ccccc2)n1,0%,-1%,-17,-0.1%,-4%,10%,3%,i,8%
COc1ccc(-c2csc(NC(=O)c3cccc(N4C(=O)CCC4=O)c3)n2)cc1OC,5%,-7%,0,1.8%,8%,-9%,5%,i,-8%
CCN(CC)CCCOC(=O)C1(c2ccccc2)CCCC1,-5%,10%,-13,0.3%,-50%,x,-1%,i,-11%
CCOC(=O)N1N=C(c2ccccc2)CC1(O)C(C)(F)F (stereo not given),0%,-2%,24,0.9%,7%,-4%,15%,i,4%
CCCn1c(N)cc(=O)n(CCC)c1=O,-6%,u,18,-0.6%,16%,13%,18%,i,-9%
COc1cc(C(=O)OCC(=O)c2c(N)n(C)c(=O)n(C)c2=O)ccc1OCCC(C)C,5%,0%,18,-0.5%,3%,3%,0%,i,2%
CCCn1c(=O)c2ccccc2n2c(SCC(=O)c3cc(C)n(CCOC)c3C)nnc12,-11%,-7%,11,-0.2%,1%,-14%,2%,i,2%
O=S(=O)(N/N=C/c1ccc(OC2CSC2)cc1)c1ccccc1,0%,-1%,-2,-0.3%,-49%,8%,u,i,-27%
CCCCC(=O)NNC(=S)NC(=O)c1ccc(C)cc1,-6%,7%,61,0.0%,-23%,27%,-10%,i,u
O=C1c2ccccc2C(Nc2ccc(Cl)cn2)N1Cc1ccccc1 (stereo not given),9%,-2%,-17,3.4%,-19%,-1%,-29%,i,-2%
CCCCNC(=O)CSc1nc2ccc(C)cc2[nH]1,-6%,-6%[9.22 µM],19,0.3%,1%,-19%,8%,i,-19%
O=C(Nc1cc(Cl)ccc1Cl)c1cc2nc(-c3ccc4c(c3)OCO4)cc(C(F)(F)F)n2n1,-2%,x,x,-0.1%,19%,22%,14%,i,3%
Clc1ccc(-c2nnc(-c3ccccc3)c(-c3c[nH]c4ccccc34)n2)cc1,-3%,u,38,0.4%,3%,10%,1%,i,2%
CCS(=O)(=O)Nc1ccc(C2=NN(S(=O)(=O)CC)C(c3cccs3)C2)cc1 (stereo not given),-13%,11%,-5,-0.7%,4%,-14%,2%,i,16%
CCc1ccc(N(CC(=O)NC2CCCCC2)C(=O)CNC(=O)c2ccco2)cc1,1%,-1%,0,0.0%,-22%,-11%,-20%,i,-3%
Cn1cccc1Cc1nnc(SCC(=O)Nc2ccccc2F)n1CCc1ccccc1,6%,1%,u,1.3%,-13%,29%,6%,i,-2%
Cc1ccc(S(=O)(=O)N(C)C)cc1NC(=O)CCNC(=O)c1ccccc1Cl,2%,-1%,24,-0.8%,13%,-3%,19%,i,0%
O=C(CN1C2=NCCCN2c2ccccc21)c1ccc(Br)s1,2%,-1%,-27,1.9%,-11%,x,4%,i,u
Cn1c(=O)[nH]c(=O)c2c1nc(CN1CCN(c3ccccc3F)CC1)n2CCc1ccccc1,-9%,1%,-1,-0.1%,-22%,u,-5%,i,7%
CCC(=O)N1CCc2cc(S(=O)(=O)NCCC(=O)NCc3ccccc3Cl)ccc21,0%&16%,-2%,u,0.0%&3.7%,5%&-26%,u,u,i,-3%&9%
CC(/C=N/NC(=O)c1ccc(Cn2cc([N+](=O)[O-])cn2)o1)=C\c1ccccc1,1%,2%,-52*,1.4%,-13%,-3%,-13%,i,19%
CCOc1ccc(C(=O)N(CN2CCCC2=O)c2ccc(C)cc2)cc1,u,1%,9,-0.7%,-13%,-16%,1%,i,-10%
